# Integrin act MD: activates integrin-mediated alleviation for muscular dystrophy; alpha7betagal myoblasts, beta-gal FDG fluorescence, 48 h; Potency, µM (highest dose often 38.3 µM), for the others: top-dose activation, most hits filed as activators; 350,000 tested, 0.064% active;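 note: potency is the fitted concentration of half-maximal effect; 100% = response of the positive control SU9516; nearly all actives have a fitted effect of over 60% in size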
#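 alpha7betagal+/- myoblasts (passage 13, 250/well) treated 48 h at 37C with compounds at 1:260 dilution of DMSO stock. Lysed, then beta-galactosidase activity read as FDG fluorescence (ex 480/em 540) after 30 min, with pre-read for autofluorescence.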
# BRCA1 expr act: activators of BRCA1 expression; Potency, µM (doses to about 46.1 µM), for inactives: top-dose activation, actives largely listed as activators; MCF7-BRCA1-FFLuc reporter, luminescence, 48 h; response scale: scaled: vehicle 0%, 10 µM genistein 100%; AID 624202; 380,000 tested, 1.1% active; note: potency is the fitted concentration of half-maximal effect; nearly all actives have a fitted effect of over 80% in size; some results filed as inactive show a strong effect at the top dose
#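 MCF7 cells carrying a BRCA1-firefly luciferase reporter (2000 cells/well, phenol-red free MEM) were attached for 2 h at 37 °C, then given compounds for 48 h. Luminescence was read 15 min after luciferase reagent; activity normalized to genistein (10 microM) and DMSO.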
# uPA generation: cell surface uPA generation inhibition | AID 540303 | cell surface uPA generation assay, qHTS | 330,000 tested, 0.31% active | Potency, µM (series often up to 38.3 µM), for inactives: top-dose activity change, negative = inhibition, actives largely listed as inhibitors; active = well fitted inhibition curve with a large enough effect; inconclusive = small, poorly fitted or top-dose-only effect; inactive = no such curve, though single readings can be large or run the other way; tested in mouse RAW 264.7 cells; note: potency is the fitted concentration of half-maximal effect; % is set by controls: 0 for no effect and ±100 for the full control effect; nearly all actives have a fitted effect of over 55% in size
# Eya2 phos inh: blocks the phosphatase activity of human Eya2 | AID 488837 | Potency, µM (titrated, usually from 76.9 µM), for inactives: at the top dose activity, negative = inhibition, most hits filed as inhibitors | 330,000 tested, 0.006% active | recombinant Eya2, OMFP fluorescence dephosphorylation (OMFP is methylfluorescein phosphate) | O00167; note: potency is the fitted concentration of half-maximal effect; % is set by controls: 0 for no effect and ±100 for the full control effect
#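 Eya2 protein (added as 0.2 uM solution) was preincubated with compound for 10 min at ambient temperature in 50 mM HEPES pH 7.5, 50 mM NaCl, 5 uM MgCl2, 0.05% BSA, 1 mM DTT. OMFP (added at 50 uM) then reacted 10 min; fluorescence read at 485/525 nm.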
# TRPV1 agonist: human TRPV1 agonism. Q8NER1. TRPV1-expressing cells, Fluo-8 calcium influx, agonist mode. activation, % at 8.33 µM. 320,000 tested, 0.19% active. AID 540275; in the data active = activation above about 80%; inconclusive = between about 30% and that limit; note: 0% is about no effect
#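 TRPV1-expressing cells were cultured overnight at 35.5C and loaded with Fluo-8 calcium dye for 40 to 90 min at room temperature. After a 10 s baseline, compound was added and calcium influx was read kinetically for 3 min (ex 480/em 520 nm).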
# ELG1 genotox: induces genotoxicity in HEK293T cells with luciferase-tagged ELG1; HEK293T ELG1-luciferase reporter, luminescence, 16 h; Potency, µM (highest dose often 46 µM), for the others: at the highest dose activity change, positive = activation, actives largely listed as activators; 330,000 tested, 1.3% active; AID 504466; note: potency is the fitted concentration of half-maximal effect; % of control where 0% means no effect; nearly all actives have a fitted effect of over 60% in size
#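 16 hr compound incubation (37 °C, 5% CO2) of HEK293T cells carrying luciferase-tagged ELG1; luciferase then measured by ONE-Glo luminescence after 30 min at RT.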
# S-ASM inh: inhibitors of human secretory acid sphingomyelinase | placental ASM, HMU-PC fluorogenic substrate, 60 min | 340,000 tested, 0.006% active | Potency, µM (doses to about 57.5 µM), for the others: at the highest dose activity change, negative = inhibition, hits mostly inhibitors | AID 504937; note: potency is the fitted concentration of half-maximal effect
# Target sequence (P17405 47-631 limits assumed): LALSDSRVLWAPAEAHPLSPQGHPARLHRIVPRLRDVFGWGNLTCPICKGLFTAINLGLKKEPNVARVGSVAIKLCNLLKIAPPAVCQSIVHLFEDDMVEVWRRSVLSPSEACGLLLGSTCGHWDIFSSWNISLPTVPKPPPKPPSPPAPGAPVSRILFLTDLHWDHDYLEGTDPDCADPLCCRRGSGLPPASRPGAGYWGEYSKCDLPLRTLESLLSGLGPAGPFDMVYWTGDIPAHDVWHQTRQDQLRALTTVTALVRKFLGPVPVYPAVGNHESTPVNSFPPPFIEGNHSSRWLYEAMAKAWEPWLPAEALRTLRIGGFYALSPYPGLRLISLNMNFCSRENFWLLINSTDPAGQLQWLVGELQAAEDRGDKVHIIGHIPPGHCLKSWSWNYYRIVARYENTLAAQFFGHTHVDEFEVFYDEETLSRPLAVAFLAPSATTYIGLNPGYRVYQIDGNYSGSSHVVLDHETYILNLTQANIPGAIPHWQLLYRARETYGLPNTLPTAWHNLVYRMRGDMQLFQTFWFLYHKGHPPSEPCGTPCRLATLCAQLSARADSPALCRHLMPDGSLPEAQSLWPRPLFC
#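 Human placenta-derived ASM enzyme was preincubated with compound for 10 minutes at room temperature, then given fluorogenic substrate HMU-PC0 (9 uM final) for 60 minutes at 37 °C; a pH 10 stop preceded fluorescence reading at Ex 386/Em 447 nm.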
# PTAP TSG101 blk: blocks PTAP/TSG101 interaction to inhibit HIV-1 budding. Fluorescence polarization, FITC-PTAP peptide / Tsg101 binding. Potency, µM (doses to about 115 µM), inactives show top-dose activity change, negative = inhibition, most hits filed as inhibitors. Q99816. 340,000 tested, under 10 active; active = well fitted inhibition curve with a large enough effect in the main read-out, with a control signal flat, not every such curve was filed as active; inconclusive = small, poorly fitted or top-dose-only effect, or effect the other way, or a change in a side signal; inactive = no such curve, though single readings can be large or run the other way; note: potency is the fitted concentration of half-maximal effect; % of control where 0% means no effect
# Target sequence (Q99816 whole entry, looked up): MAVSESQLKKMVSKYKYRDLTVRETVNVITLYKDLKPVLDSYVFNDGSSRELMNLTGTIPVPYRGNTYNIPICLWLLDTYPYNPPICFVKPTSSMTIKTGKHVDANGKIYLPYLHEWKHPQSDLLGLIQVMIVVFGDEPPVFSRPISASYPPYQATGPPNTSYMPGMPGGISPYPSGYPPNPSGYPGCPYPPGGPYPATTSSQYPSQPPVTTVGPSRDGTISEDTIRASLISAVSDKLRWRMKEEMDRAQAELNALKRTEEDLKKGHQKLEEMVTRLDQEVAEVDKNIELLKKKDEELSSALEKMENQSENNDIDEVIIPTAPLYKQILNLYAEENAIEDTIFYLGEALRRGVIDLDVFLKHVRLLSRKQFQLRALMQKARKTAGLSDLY
#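 Compounds were pin-transferred onto Tsg101 binding domain (10 uM final) in HEPES pH 7.5 buffer, then FITC-PTAP peptide was added at 50 nM final. After 20 min at RT, polarization reported peptide displacement across a qHTS concentration series.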
# USP2a inh: inhibitors of human ubiquitin-specific protease USP2a | O75604 | USP2 core, Ub-CHOP2 coupled fluorogenic reporter, 485/531 | Potency, µM (series often up to 38.3 µM), without a hit: at the top dose activity change, negative = inhibition, usual class: inhibitors | 330,000 tested, 0.01% active | AID 463254;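 note: potency is the fitted concentration of half-maximal effect; plate controls were DMSO wells for no effect and full inhibition by NEM control for full effect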
#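 USP2 core (10nM final) preincubated 30min RT with compound in 20mM Tris-HCl pH 8.0, 2mM CaCl2, 2mM beta-mercaptoethanol, 0.05% CHAPS; 25nM Ub-CHOP2 plus 25nM reporter substrate added, fluorescence (Ex485/Em531) read after 60min.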
# B2AR arrestin: recruits beta-arrestin to the human beta2-adrenergic receptor. beta-arrestin recruitment to beta2AR, cell-based reporter. AID 492947. Potency, µM (highest dose often 46.1 µM), for the others: at the top dose activation, usual class: activators. 330,000 tested, 0.02% active;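 note: potency is the fitted concentration of half-maximal effect; 0% = DMSO controls and full agonism = EC100 isoproterenol or metaproterenol; nearly all actives have a fitted effect of over 65% in size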
# p53 reactivator: re-activators of mutant p53 | H1299 p53-A138V BP100-luciferase reporter, luminescence, 24 h | Potency, µM (titrated, usually from 92.2 µM), for inactives: at the top dose activity change, positive = activation, actives largely listed as activators | 320,000 tested, 0.063% active | AID 504706; note: potency is the fitted concentration of half-maximal effect; % of control where 0% means no effect; nearly all actives have a fitted effect of over 45% in size
#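 p53-null H1299 cells stably carrying temperature-sensitive p53-A138V and a BP100-luciferase reporter were pinned with compounds (4-point, 1:5 series) and held 24 hrs at 37 deg C. Luminescence was read 10 min after detection reagent.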
# The depositor's hits bear a star; ? = inconclusive; . = no result given; [ ] = dose if it differs, or a comment. Unless noted, calls come from the whole dose curve; as a rule, active = well fitted curve in the direction sought with a large enough effect; inconclusive = small, poorly fitted or top-dose-only effect, or another doubt; inactive = no such curve, though single readings can be large; an effect the other way counts as inactive or inconclusive.
SMILES,Integrin act MD,BRCA1 expr act,uPA generation,Eya2 phos inh,TRPV1 agonist,ELG1 genotox,S-ASM inh,PTAP TSG101 blk,USP2a inh,B2AR arrestin,p53 reactivator
CN(C)CCNC(C(=O)Nc1cccc(C(F)(F)F)c1)c1ccccc1 (configuration not stated),-19%,-3%,-1%,8%,1,-4%,3%,-8%,-1%,0.4%,-4%
Cc1ccsc1C(=O)OCc1nc2ccccc2c(=O)[nH]1,28%,12%,.,23%,2,?,3%,-1%,5%,3.7%,12%
O=c1cc(-c2ccccc2)c2c([nH]1)CCCC2,3%,-22%,-15%,-11%,7,-2%,1%,.,7%,-1.1%,7%
Cc1cccc(N2CC(C(=O)Nc3ccc(S(=O)(=O)N4CCCCC4)cc3)CC2=O)c1C (configuration not stated),5%,-45%,-12%,-6%,6,-18%,-3%,-3%,-6%,0.2%,2%
O=C(Nc1nnc(Cc2ccc(Cl)cc2)s1)c1cccnc1,-43%,-1%,12%,-25%,0,4%,3%,4%,0%,-0.1%,1%
CC(=O)OC1=C(C#N)Cn2ccc3cccc1c32,.,.,.,-12%,2,6%,.,.,-2%,0.3%,6%
O=C(Nc1nccs1)c1ccc2nccnc2c1,3%,68%,-6%,8%,-1,8%,-2%,-4%,-1%,0.1%,28%
COC(=O)c1ccccc1NC(=S)NC(NC(=O)c1ccccc1[N+](=O)[O-])C(Cl)(Cl)Cl (configuration not stated),-8%,-2%,2%,10%,-3,0%,0%,-6%,-1%,0.2%,1%
C#CCOCCOCCOCCNc1nc(N2CCN(C(=O)Cn3cc(CCCN=C(N)N)nn3)CC2)nc(N2CCN(C(=O)[C@H](C(C)C)n3cc(CCO)nn3)CC2)n1,8%,17%,4%,7%,-2,0%,3%,0%,1%,-2.1%,-6%
CC(=O)N1c2ccc(S(=O)(=O)N3CCCC(C(=O)N4CCCC(C)C4)C3)cc2CC1C (configuration not stated),-23%,-28%,-2%,18%,?,-5%,4%,-7%,1%,-0.2%,0%
O=C(c1ccco1)N1CCN(Cc2ccc(F)cc2)CC1,9%,27%,-5%,10%,0,-3%,0%,-7%,1%,-0.7%,.
COC(=O)c1c(C(=O)OC)n(CCCN)c2ccc(C)cc12,-56%[inhibitor],-32%,?,-20%,0,26%,-2%,-4%,-2%,-0.3%,-24%
CCOC(=O)c1c(NC(=O)c2ccc(S(=O)(=O)N(C)CC3CCCO3)cc2)sc2c1CCN(C)C2 (configuration not stated),-61%[inhibitor],-6%,-20%,5%,1,-3%,-1%,0%,5%,0.0%,-13%
C/C(CC(=O)Nc1ccc2c(c1)OCO2)=N\NC(=O)OC(C)(C)C,-28%,16%,-2%,-2%,12,9%,0%,-4%,3%,0.4%,?
O=c1oc2ccccc2c2c1SC(C(F)(F)F)C2 (configuration not stated),-19%,15%,-2%,-10%,7,-4%,76%[activator],-8%,1%,-0.5%,-5%
CCC1=Nc2cc(C(=O)O)ccc2Sc2ccccc21,15%,-5%,7%,-3%,0,-4%,-5%,-1%,0%,-0.8%,-4%
O=C(Nc1ccc2nc3n(c(=O)c2c1)CCCC3)c1ccccc1[N+](=O)[O-],11%,32%,2%,2%,1,1%,3%,0%,2%,-0.3%,0%
O=C(CCNC(=O)c1ccccc1Cl)Nc1nc2ccccc2[nH]1,-11%,28%,3%,1%,.,-1%,3%,-4%,4%,-0.8%,-2%
COC(=O)CC1=C(C(=O)OC)C(c2cccs2)C(C#N)=C(N)O1 (configuration not stated),-17%,-15%,0%,-1%,15,8%,2%,-6%,3%,-0.2%,-1%
NC(=Nc1nc(-c2ccccn2)cc2ccccc12)c1ccccn1,10%,?,-6%,.,.,.,-4%,-2%,.,.,.
CC1CCN(S(=O)(=O)c2ccc3[nH]c(=O)cc(C(=O)O)c3c2)CC1,27%,-31%,6%,4%,0,-1%,1%,.,-1%,0.2%,0%
Cc1ccc2nc(SCC(=O)N3c4ccccc4CC3C)c(C)cc2c1 (configuration not stated),-48%[inhibitor],-24%,-1%,16%,-6,-5%,-15%,0%,6%,0.0%,3%
COC(=O)c1c(-c2ccc(SC)cc2)sc2ccc(OC)cc12,-20%,?,-27%,5%,.,?,12%,-1%,1%,0.5%,?
Cc1ccc(S(=O)(=O)CCC(=O)OC(C)C(=O)c2c(C)[nH]c3ccccc23)cc1 (configuration not stated),0%,-7%,-1%,-5%,1,-4%,3%,0%,1%,-0.2%,-6%
CC(=O)Nc1cnn(Cc2ccc(Br)cc2)c1,-7%,0%,.,-1%,0,-1%,2%,-3%,0%,0.8%,-11%

# (listing goes on)
SMILES,Integrin act MD,BRCA1 expr act,uPA generation,Eya2 phos inh,TRPV1 agonist,ELG1 genotox,S-ASM inh,PTAP TSG101 blk,USP2a inh,B2AR arrestin,p53 reactivator
COc1ccccc1NC(=O)C(C)Nc1ccc(C)c(Cl)c1 (configuration not stated),-4%,-3%,0%,-20%,4,-9%,6%,-9%,4%,-0.4%,1%
COc1ccc(CNC(=O)[C@H](Cc2c[nH]c3ccccc23)NC(C)=O)cc1OC,-6%,-7%,2%,1%,-1,0%,3%,-9%,2%,0.5%,10%
COCCNC(=O)C(c1ccc(C)cc1)N(Cc1ccco1)C(=O)CCC(=O)Nc1ccccn1 (configuration not stated),4%,19%,-1%,-13%,4,-4%,-5%,-2%,0%,-0.6%,1%
COc1ccc(Cl)cc1S(=O)(=O)N1CCN(C)CC1,5%,0%,-7%,24%,2,-6%,-2%,-2%,1%,0.3%,0%
Cc1c(Cl)c([N+](=O)[O-])nn1CC(=O)NC(C)C1CC2CCC1C2 (configuration not stated),-15%,-38%,2%,13%,7,-3%,-3%,-13%,2%,0.5%,21%
Cc1ccc(N(CC(=O)Nc2cc(Cl)ccc2Oc2ccccc2)S(C)(=O)=O)c(C)c1,-24%,-55%,-3%,-4%,0,-7%,-9%,-2%,3%,0.1%,0%
CSc1nnc(C)c(=O)n1COC(=O)COc1ccc(Cl)cc1,22%,-5%,-1%,2%,1,10%,0%,-4%,-1%,-0.2%,4%
Cc1cc(C)cc(NC(=O)C(=O)NCC2CCCN2S(=O)(=O)c2cccs2)c1 (configuration not stated),20%,-27%,-8%,7%,16,-12%,-2%,0%,-1%,0.0%,-1%
CCC(C)(C)NC(=O)Cn1c(=O)oc2cc(S(=O)(=O)N3CC(C)CC(C)C3)ccc21 (configuration not stated),32%,-1%,-10%,-10%,?,-6%[9.26 µM],1%,-1%,2%,0.0%,6%
COCCNC(=O)CN1c2ccccc2CC1C (configuration not stated),-15%,-17%,6%,33%[15.4 µM],-4,1%,2%,-4%,1%,0.2%,5%
COc1cccc(C(C)NC(=O)C2CCCO2)c1 (configuration not stated),2%,-14%,-2%,-7%,-4,-4%,5%,0%,1%,0.0%,.
O=C(COC(=O)c1ccc(NS(=O)(=O)c2cccs2)cc1O)NC1CCCCC1,-17%,-2%,-3%,-1%,0,-5%,-1%,-4%,2%,-0.3%,-4%
COc1cc(N/C=C(\C(C)=O)c2ccccc2)cc(OC)c1,.,.,.,0%,26,-1%,.,.,2%,0.0%,-11%
CC(C)C(NC(=O)C1CCCCC1)C(=O)Nc1ccncc1 (configuration not stated),-27%,2%,2%,15%,2,0%,-2%,-3%,-1%,-0.1%,7%
COc1cc[n+]([O-])cc1[N+](=O)[O-],8%,-15%,-3%,.,.,.,1%,-7%,.,.,.
COc1ccccc1CNC(=O)CN1C(=O)NC2(CCCCCC2)C1=O,-7%,-1%,2%,5%,.,3%,6%,0%,-1%,-0.8%,-4%
CC(=O)Nc1ccc(OS(=O)(=O)c2ccc(C)cc2C)cc1,-27%,0%,3%,2%,0,0%,-1%,-4%,11%,0.2%,-3%

# Sorted by heavy-atom count (smallest number first): some entries from above.
SMILES,Integrin act MD,BRCA1 expr act,uPA generation,Eya2 phos inh,TRPV1 agonist,ELG1 genotox,S-ASM inh,PTAP TSG101 blk,USP2a inh,B2AR arrestin,p53 reactivator
COc1cccc(C(C)NC(=O)C2CCCO2)c1 (configuration not stated),2%,-14%,-2%,-7%,-4,-4%,5%,0%,1%,0.0%,.
COc1ccc(CNC(=O)[C@H](Cc2c[nH]c3ccccc23)NC(C)=O)cc1OC,-6%,-7%,2%,1%,-1,0%,3%,-9%,2%,0.5%,10%
Cc1ccc(N(CC(=O)Nc2cc(Cl)ccc2Oc2ccccc2)S(C)(=O)=O)c(C)c1,-24%,-55%,-3%,-4%,0,-7%,-9%,-2%,3%,0.1%,0%

# Not a hit list; overall some 2.6% were active at least once.
